# USP2a inh: qHTS Assay for Inhibitors of Ubiquitin-specific Protease USP2a; AID 927, 2007; 0.1% of 60,000 active; Potency, µM (series often up to 38.3 µM), for the others: top-dose activity change, negative = inhibition, most hits filed as inhibitors; USP2a enzymatic assay, qHTS inhibition; Ubiquitin carboxyl-terminal hydrolase 2 (Homo sapiens), O75604;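 note: potency is the fitted concentration of half-maximal effect; nearly all actives have a fitted effect of over 60% in size; plate controls were DMSO for no effect and NEM full inhibition control for full effect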
#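 USP2 core (20 nM final) was preincubated with compound for 30 min at RT in 20 mM Tris-HCl pH 8.0, 2 mM CaCl2, 2 mM beta-mercaptoethanol; Ub-PLA2 (20 nM) plus NBD C6-HPC (20 uM) then added, fluorescence read after 2.5 h.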
# ALOX15 inhib: qHTS Assay for Inhibitors of 15-hLO (15-human lipoxygenase); Polyunsaturated fatty acid lipoxygenase ALOX15 (Homo sapiens), P16050; purified 15hLO-1, xylenol orange hydroperoxide absorbance; Potency, µM (titrated, usually from 57.1 µM), inactives show top-dose activity change, negative = inhibition, usual class: inhibitors; 1.4% of 74,000 active; AID 887, 2007; note: potency is the fitted concentration of half-maximal effect; % is set by controls: 0 for no effect and ±100 for the full control effect; nearly all actives have a fitted effect of over 55% in size
#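 Purified human 15hLO-1 (40 nM) in 25 mM Hepes pH 7.5, 0.01% Triton X-100, preincubated 15 min RT with compound, then 50 uM arachidonic acid for 6 min. Hydroperoxide read by ferrous/xylenol orange, 30 min; 573/405 nm absorbance ratio gave progress.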
# DNA Pol III inh: qHTS Assay for Inhibitors of DNA Polymerase III Holoenzyme System | Potency, µM (top dose mostly 57.1 µM), inactives show top-dose activity change, negative = inhibition | reconstituted DNA polymerase III holoenzyme replication, biochemical | 0.25% of 71,000 active; note: potency is the fitted concentration of half-maximal effect; % is set by controls: 0 for no effect and ±100 for the full control effect
#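 Reconstituted *E. coli* holoenzyme (0.35 nM Pol III, 1 nM beta, 154 nM SSB, 2 nM primase) was preincubated with compound for 15 min at RT. Synthesis on 1.4 nM ssM13Gori ran 35 min, then was stopped with PicoGreen/EDTA and read as dsDNA fluorescence.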
# Rhodamine fluor: qHTS Assay for Spectroscopic Profiling in Rhodamine Spectral Region | Rhodamine-region fluorescence, 547/598 nm, Tris buffer; active compounds read high | max dye-equivalent concentration, M | 0.05% of 59,000 active | AID 594, 2007; in the data active = max dye-equivalent concentration above about 11 nM; inconclusive = between about 1.1 nM and that limit
#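 Intensities are converted to rhodamine-equivalent concentration using a six-point rhodamine standard on each plate. Compounds sit 15 min at room temperature in 100 mM Tris buffer, pH 8.0; read uses the 547/598 nm excitation/emission pair.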
# Caspase-7 inhib: qHTS Assay for Allosteric/Competitive Inhibitors of Caspase-7 | Potency, µM (series often up to 57.5 µM), for the others: at the highest dose activity change, negative = inhibition, usual class: inhibitors | 0.02% of 75,000 active | AID 889, 2007 | P55210 | recombinant caspase-7, Ac-DEVD-AFC fluorescence rate; active = well fitted inhibition curve with a large enough effect in the main read-out, with a control signal flat, not every such curve was filed as active; inconclusive = small, poorly fitted or top-dose-only effect, or a change in a side signal; note: potency is the fitted concentration of half-maximal effect; % of control where 0% means no effect
# Target sequence (P55210 24-198 limits assumed): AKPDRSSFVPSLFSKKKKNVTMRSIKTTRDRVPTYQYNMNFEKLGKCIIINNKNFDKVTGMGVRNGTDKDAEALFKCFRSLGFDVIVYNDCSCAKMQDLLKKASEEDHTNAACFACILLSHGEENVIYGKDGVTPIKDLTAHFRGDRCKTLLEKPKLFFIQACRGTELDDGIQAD
# Target sequence (P55210 207-303 limits assumed): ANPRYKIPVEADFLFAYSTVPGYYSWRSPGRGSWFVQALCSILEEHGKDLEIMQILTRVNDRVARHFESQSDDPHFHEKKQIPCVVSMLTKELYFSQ
# HADH2 inh: qHTS Assay for Inhibitors of HADH2 (Hydroxyacyl-Coenzyme A Dehydrogenase, Type II); 3.4% of 73,000 active; recombinant HADH2, NADH fluorescence, beta-hydroxybutyryl-CoA; AID 886, 2007; Potency, µM (top dose mostly 57.1 µM), inactives show at the top dose activity change, negative = inhibition, actives largely listed as inhibitors; 3-hydroxyacyl-CoA dehydrogenase type-2 (Homo sapiens), Q99714; note: potency is the fitted concentration of half-maximal effect; % is set by controls: 0 for no effect and ±100 for the full control effect; nearly all actives have a fitted effect of over 60% in size; many of its hits are not listed in these tables
#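 Buffer 100 mM Tris-HCl pH 9.0/0.01% Tween-20; HADH2 20 nM; NAD+ 1 mM; beta-hydroxybutyryl-CoA 90 uM (all final). 15 min cpd preincubation, RT.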
# HEK293 cAMP cs: qHTS Assay for Agonists of the Thyroid Stimulating Hormone Receptor: Activators of Intracellular cAMP Concentrations in Parental HEK 293; parental HEK293 CNG cAMP sensor, membrane potential fluorescence; Potency, µM (top dose mostly 57.1 µM), for inactives: at the top dose activation, usual class: activators; 2.5% of 73,000 active; note: potency is the fitted concentration of half-maximal effect; % of control where 0% means no effect; nearly all actives have a fitted effect of over 55% in size
#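 Parental HEK 293 cells stably expressing a modified CNG channel (no TSHR) report cAMP rise as membrane depolarization. Membrane potential dye with 100 uM RO 20-1724 was loaded for 60 min at room temperature, then compound added for 30 min; fluorescence read at 590 nm.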
# Tau filament bind: qHTS Assay for Tau Filament Binding; Microtubule-associated protein tau (Homo sapiens), P10636; recombinant tau filaments, thioflavin S fluorescence, 15 h; filaments grown with octadecylsulfate alongside compound; Potency, µM (highest dose often 57.1 µM), without a hit: at the highest dose activity change, negative = inhibition; 2% of 71,000 active; AID 596, 2007;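 note: potency is the fitted concentration of half-maximal effect; % is set by controls: 0 for no effect and ±100 for the full control effect; actives lower thioflavin S fluorescence by blocking filaments or displacing dye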
# Target sequence (P10636 whole entry, looked up): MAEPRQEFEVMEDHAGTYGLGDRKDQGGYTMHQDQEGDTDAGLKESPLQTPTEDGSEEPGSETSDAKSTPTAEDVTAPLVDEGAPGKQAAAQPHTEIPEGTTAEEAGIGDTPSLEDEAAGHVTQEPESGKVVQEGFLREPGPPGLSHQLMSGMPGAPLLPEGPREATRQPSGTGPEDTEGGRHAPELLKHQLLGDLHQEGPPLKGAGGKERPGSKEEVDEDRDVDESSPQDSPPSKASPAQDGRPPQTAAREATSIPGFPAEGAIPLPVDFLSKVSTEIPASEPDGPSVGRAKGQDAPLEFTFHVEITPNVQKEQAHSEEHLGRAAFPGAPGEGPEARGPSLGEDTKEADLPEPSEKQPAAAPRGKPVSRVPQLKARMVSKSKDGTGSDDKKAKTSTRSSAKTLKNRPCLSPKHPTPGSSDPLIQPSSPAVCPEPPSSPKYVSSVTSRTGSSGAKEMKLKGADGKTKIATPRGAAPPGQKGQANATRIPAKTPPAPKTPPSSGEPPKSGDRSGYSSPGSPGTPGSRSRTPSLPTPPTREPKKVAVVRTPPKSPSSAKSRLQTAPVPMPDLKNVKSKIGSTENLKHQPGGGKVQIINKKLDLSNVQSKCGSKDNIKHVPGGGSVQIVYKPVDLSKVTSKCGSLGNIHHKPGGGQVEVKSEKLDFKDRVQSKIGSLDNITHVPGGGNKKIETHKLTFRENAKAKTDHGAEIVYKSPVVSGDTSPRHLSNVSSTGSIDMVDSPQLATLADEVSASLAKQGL
#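 His-tagged recombinant human tau (exons 2, 3, 10; 1 uM final) fibrillized with 30 uM sodium octadecylsulfate, 15 h at 37 C, in pH 7.4 HEPES buffer with 10 uM thioflavine S and 5 mM DTT. Reduced ThS fluorescence (450/510 nm) marks activity.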
# BRCT inh green: qHTS Assay for Inhibitors of BRCT-Phosphoprotein Interaction (Green Fluorophore). BRCA1 BRCT-phosphopeptide binding, green fluorescence polarization. Potency, µM (doses to about 76.9 µM), for the others: at the highest dose activity change, negative = inhibition, most hits filed as inhibitors. 0.05% of 75,000 active. AID 875, 2007;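 note: potency is the fitted concentration of half-maximal effect; plate controls were peptide without protein for full effect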
#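 Fluorescence polarization: His-tagged BRCT (~35 kDa BRCA1 C-terminus, 250 nM) bound to 100 nM fluorescein-labeled phosphorylated 10-aa BACH1 peptide, pH 7.3 phosphate buffer with DTT and Tween 20. Compounds incubated 12 min at room temperature; inhibition read as lowered polarization.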
# BRCT inh red: qHTS Assay for Inhibitors of BRCT-Phosphoprotein Interaction (Red Fluorophore) | Breast cancer type 1 susceptibility protein (Homo sapiens), P38398 | BRCT-phosphopeptide binding, red fluorescence polarization | Potency, µM (highest dose often 76.9 µM), for inactives: at the highest dose activity change, negative = inhibition, actives largely listed as inhibitors | 0.03% of 75,000 active | AID 892, 2007; note: % is set by controls: 0 for no effect and ±100 for the full control effect
#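 Fluorescence polarization: 100 nM His-tagged BRCA1 BRCT with 100 nM TAMRA-labelled phospho-BACH1 decapeptide, phosphate buffer pH 7.3 with 150 mM NaCl, DTT, 0.01% Tween 20; 12 min RT. Binding inhibition seen as FP decrease.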
# Casp1 inh: qHTS Assay for Allosteric/Competitive Inhibitors of Caspase-1; P29466; Caspase-1 enzyme, Ac-WEHD-AFC fluorogenic rate; Potency, µM (top dose mostly 57.5 µM), for the others: top-dose activity change, negative = inhibition, most hits filed as inhibitors; 0.03% of 75,000 active; AID 900, 2007;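 note: potency is the fitted concentration of half-maximal effect; plate controls were vehicle for no effect and no substrate for full effect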
# The depositor's hits bear a star; i = inactive; ? = inconclusive; · = no result given; [ ] = dose if it differs, or a comment. Unless noted, calls come from the whole dose curve; as a rule, active = well fitted curve in the direction sought with a large enough effect; inconclusive = small, poorly fitted or top-dose-only effect, or another doubt; inactive = no such curve, though single readings can be large; an effect the other way counts as inactive or inconclusive. A portion of the library, so the mix of outcomes need not match the whole.
SMILES,USP2a inh,ALOX15 inhib,DNA Pol III inh,Rhodamine fluor,Caspase-7 inhib,HADH2 inh,HEK293 cAMP cs,Tau filament bind,BRCT inh green,BRCT inh red,Casp1 inh
CCCCN(CCCNC(=O)C1CCN(S(=O)(=O)N2CCOCC2)CC1)c1ccccc1,9.7%,-4.5%,-5.1%,i,-3.7%,0.6%,3.7%,-7.8%,-0.3%,-0.4%,0.5%
COc1cccc(Cn2c(C3CC3)nc3ccc(NC(=O)c4ccco4)cc3c2=O)c1,22.9%,-9.8%,-9.4%,i,-2.6%,23.4%,11.7%,29.0%,-1.6%,0.8%,-5.9%
CCCn1c(=S)[nH]c2cc(C(=O)NCC3CCCO3)ccc2c1=O (stereo not drawn),·,0.6%,-5.8%,·,0.3%,-5.4%,11.7%,-2.6%,-0.9%,0.5%,-1.3%
Cc1ccc(Nc2nc(N3CCOCC3)c3ccccc3n2)cc1,11.9%,?,-3.4%,i,-4.0%,-10.2%,14.9%,?,-0.4%,1.9%,-2.8%
Cc1cc(-c2nn3c(-c4ccccc4)nnc3s2)c2ccccc2n1,29.8%,-16.3%,5.4%,i,-2.4%,-2.0%,-4.0%,-7.4%,-3.2%,0.7%,-2.0%
O=C(c1cncc(Br)c1)N1CCN(c2ccc(N3CCOCC3)nn2)CC1,·,-1.8%,2.0%,·,-27.5%,?,-2.7%,-0.8%,0.0%,0.6%,-14.4%
CCn1nnnc1-c1ccc(OC)c(S(=O)(=O)NCc2ccccc2)c1,-9.3%,8.4%,1.2%,i,1.3%,-2.2%,14.0%,11.1%,0.6%,0.8%,3.0%
C/C=C\C1=C(CO)C(=O)[C@@H]2OC2C1=O (stereo partly drawn),·,?,·,·,-1.1%[11.5 µM],3.98µM*,-0.6%[11.4 µM],·,-3.8%[15.4 µM],-2.1%[15.4 µM],-1.2%[11.5 µM]
O=C1c2oc3ccc(Cl)cc3c(=O)c2C(c2ccccn2)N1CCCN1CCOCC1 (stereo not drawn),·,7.4%,-7.5%,·,-4.0%,1.5%,-2.3%,-8.7%,-1.4%,-0.7%,-1.6%
CCN(CC)CCNC(=O)c1ccc(Cc2nc3ccccc3[nH]2)cc1,·,1.7%,·,·,1.7%,-1.8%,-17.9%,·,-1.9%,0.5%,-4.5%
O=C(CN1CCN(c2ccc(F)cc2)CC1)Nc1nnc(-c2ccccc2)s1,219.0%[activator],-5.0%,0.2%,i,-0.1%,6.5%,1.5%,-10.5%,-3.3%,-2.2%,0.4%
CCNCCCNCCCNCCCNCC,·,-12.8%[25.6 µM],-0.6%,·,-3.1%,6.3%,-2.3%,?,-3.0%,0.9%,-0.7%
O=C(CCCn1c(=S)[nH]c2ccccc2c1=O)NCc1ccco1,-2.7%,2.1%,0.6%,i,6.5%,-20.2%,3.9%,-0.4%,-1.0%,0.4%,1.8%
OC(c1cccs1)c1nccc2ccccc12 (stereo not drawn),9.0%,-12.2%,-3.6%,i,-1.1%,?,12.0%,-3.7%,0.8%,0.9%,-0.8%
COCCNC(=O)CN(C(=O)CCC(=O)Nc1nccs1)c1ccccc1OC,-3.0%,1.8%,9.8%,i,2.3%,-12.6%,6.1%,-3.3%,-0.8%,0.9%,-0.2%
COCCN1C(=O)c2ccc(C(=O)NCc3cccnc3)cc2C1=O,4.6%,-0.8%,-0.9%,i,0.1%,8.1%,0.7%,-1.1%,0.4%,-0.7%,-1.8%
CCNc1nc(NCC)n2c(SCc3ccc(F)cc3)nnc2n1,1.2%,3.9%,1.1%,i,7.0%,-2.0%,2.8%,-2.8%,-0.1%,4.3%,2.2%
CCOC(=O)C1(CC)NC(c2cccc(F)c2)C2C(=O)N(CC)C(=O)C21 (stereo not drawn),0.4%,2.4%,-2.6%,i,-0.2%,7.6%,9.4%,2.2%,-1.7%,-1.8%,1.0%
CCOC(=O)C1CCN(C(=O)CC(C)c2ccccc2)CC1 (stereo not drawn),4.5%,-2.4%,-0.4%,i,-2.1%,5.3%,11.5%,79.0%,-1.6%,-1.3%,-2.6%
O=C(CSc1nnc(C2COc3ccccc3O2)o1)N1CCCc2ccccc21 (stereo not drawn),5.6%,?,-2.1%,i,0.3%,?,29.4%,10.4%,-3.4%,-3.1%,1.5%
Cc1noc(C)c1-c1cncnc1N1CCN(C)CC1,3.5%,9.3%,6.7%,i,-6.1%,4.3%,1.0%,0.8%,-1.7%,-0.5%,0.2%
Cc1cc(NC(=O)CN2C(=O)C3CC=CCC3C2=O)no1 (stereo not drawn),-4.7%,11.7%,-3.4%,i,0.0%,1.5%,3.0%,-2.3%,0.3%,-0.2%,0.8%
Cn1cc(CN2CCc3ccccc3C2)c2ccccc21,7.5%,-5.5%,-7.9%,i,-1.9%,-4.7%,26.0%,20.3%,1.5%,0.9%,-0.3%
COc1ccccc1N1CCN(C(=O)Cn2nnc(-c3cccs3)n2)CC1,·,10.9%,-2.6%,i,0.0%,13.5%,5.5%,3.0%,0.8%,1.0%,-0.2%
Cc1ccc(S(=O)(=O)NCCN2CCOCC2)cc1C,-4.6%,-4.0%,7.2%,i,2.0%,7.2%,9.0%,4.8%,-0.6%,0.5%,-6.6%
COc1ccc(Nc2ccccc2)c(C)c1,-1.6%,1.3%,-6.4%,i,-2.8%,-10.7%,-9.2%,-14.2%,-1.3%,-1.8%,0.3%
O=C(CSc1nnnn1-c1ccccc1)Nc1ccc(Cl)cn1,-6.0%,-2.5%,-7.3%,i,0.6%,2.0%,5.7%,75.7%,0.6%,1.4%,-0.5%
O=C(O)C1CCCCC1C(=O)NCCc1ccncc1 (stereo not drawn),2.6%,10.0%,-3.0%,i,1.3%,?,0.5%,-2.8%,-2.8%,-0.3%,0.4%
Cc1cc(C)c(C)c(S(=O)(=O)NCc2ccco2)c1C,5.9%,-8.0%,1.6%,i,-0.6%,-24.9%,?,-1.5%,-1.7%,0.0%,-0.4%
Brc1cccc(-c2n[nH]c(-c3ccccc3)n2)c1,-3.0%,-9.5%,0.1%,i,-2.3%,2.4%,?,1.0%,-0.3%,0.1%,-1.8%
c1ccc(Cn2ccnc2SCc2nnc(-c3ccccc3)o2)cc1,4.5%,2.4%,-4.6%,i,-1.5%,-12.2%,25.5%,-3.7%,1.2%,-0.3%,-1.9%
CCCCN(C(=O)Cn1nnc2ccccc21)C(C(=O)NCCOC)c1ccc(OC)cc1 (stereo not drawn),3.7%,8.6%,-3.6%,i,4.7%,6.4%,-2.8%,-0.8%,-1.1%,-0.5%,3.1%

# Of the compounds above, these contain a thiophene ring, fused or not:
SMILES,USP2a inh,ALOX15 inhib,DNA Pol III inh,Rhodamine fluor,Caspase-7 inhib,HADH2 inh,HEK293 cAMP cs,Tau filament bind,BRCT inh green,BRCT inh red,Casp1 inh
OC(c1cccs1)c1nccc2ccccc12 (stereo not drawn),9.0%,-12.2%,-3.6%,i,-1.1%,?,12.0%,-3.7%,0.8%,0.9%,-0.8%
COc1ccccc1N1CCN(C(=O)Cn2nnc(-c3cccs3)n2)CC1,·,10.9%,-2.6%,i,0.0%,13.5%,5.5%,3.0%,0.8%,1.0%,-0.2%

# Compound activity (PubChem BioAssay)
